Diaphorase act: diaphorase activation or chemical reduction counter-screen; Diaphorase/resazurin coupled assay, resorufin fluorescence, 16 min; stronger effect = higher value; 1 = vehicle wells, 0 = NADH-free wells; activation factor at 20 µM; 190,000 tested, 0.005% active; AID 1229;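 active means diaphorase activity raised at least twofold by the compound at 20 µM; inactive means activation factor below 2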
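Material: purified diaphorase enzyme from Clostridium kluyveri; Also added: 0.114 mM NADH and 0.1 mM resazurin, final amounts; Doses: single compound dose of 20 µM, 1% DMSO final; Times: 16 min enzyme reaction, ambient temperature; Detection: resorufin fluorescence, excitation 544 nm, emission 590 nm; Measure: increased resorufin signal from activators or reducing compounds.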
TNAP inh no acc: blocks human TNAP activity with no phosphate acceptor present. P05186. purified TNAP, CDP-star luminescence, 30 min. inhibition, % at 20 µM. 200,000 tested, 0.26% active. AID 1012;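 active means tissue-nonspecific alkaline phosphatase inhibition above about 50% at 20 µM in the single-dose screen, limit read from the data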;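 further: 0% = DMSO negative control and 100% = EDTA positive control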
Target sequence (P05186 whole entry, looked up): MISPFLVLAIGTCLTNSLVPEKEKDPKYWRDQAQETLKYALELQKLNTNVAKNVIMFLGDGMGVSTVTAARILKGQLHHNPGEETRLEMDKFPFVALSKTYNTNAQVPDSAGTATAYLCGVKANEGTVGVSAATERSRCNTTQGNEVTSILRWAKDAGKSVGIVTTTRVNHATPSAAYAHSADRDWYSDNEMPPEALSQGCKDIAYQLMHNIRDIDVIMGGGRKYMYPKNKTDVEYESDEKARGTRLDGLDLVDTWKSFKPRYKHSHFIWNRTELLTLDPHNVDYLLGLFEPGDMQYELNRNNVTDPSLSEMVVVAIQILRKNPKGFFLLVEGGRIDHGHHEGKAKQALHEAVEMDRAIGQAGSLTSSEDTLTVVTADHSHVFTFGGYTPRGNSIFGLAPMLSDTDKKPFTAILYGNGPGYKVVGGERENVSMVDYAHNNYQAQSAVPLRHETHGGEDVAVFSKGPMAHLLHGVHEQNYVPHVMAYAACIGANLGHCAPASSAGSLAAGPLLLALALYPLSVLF
bIAP inh: intestinal alkaline phosphatase (bovine) inhibition; purified bovine IAP, CDP-star luminescence, 30 min; inhibition, % at 20 µM; 190,000 tested, under 10 active;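 active means over 50% inhibition of intestinal alkaline phosphatase at 20 µM in the single-dose screen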
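System: purified bovine intestinal alkaline phosphatase (IAP) enzyme; Input: IAP diluted 1/65,000,000 in the well; Measured by: CDP-star luminescence signal; Compound dosing: 20 µM single dose; Incubation: 30 min reaction at room temperature.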
bIAP act: increases bovine intestinal alkaline phosphatase activity; 200,000 tested, 0.17% active; activation factor at 20 µM; purified bovine IAP, CDP-star luminescence, 30 min; stronger effect = higher value; fold of DMSO-control signal, blank-subtracted; AID 1016;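 active means activation factor of 2 or more at 20 µM, a signal rise over negative controls twice the positive control's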
PMI act satM6P: activators of human phosphomannose isomerase at near-saturating mannose 6-phosphate; activation factor at 20 µM; coupled PMI enzyme assay, resazurin fluorescence, 20 min; stronger effect = higher value; 1 = untreated enzyme, 0 = substrate-free blank; P34949; 190,000 tested, 0.34% active;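 active means activation factor of 2 or more at 20 µM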
Target sequence (P34949 whole entry, looked up): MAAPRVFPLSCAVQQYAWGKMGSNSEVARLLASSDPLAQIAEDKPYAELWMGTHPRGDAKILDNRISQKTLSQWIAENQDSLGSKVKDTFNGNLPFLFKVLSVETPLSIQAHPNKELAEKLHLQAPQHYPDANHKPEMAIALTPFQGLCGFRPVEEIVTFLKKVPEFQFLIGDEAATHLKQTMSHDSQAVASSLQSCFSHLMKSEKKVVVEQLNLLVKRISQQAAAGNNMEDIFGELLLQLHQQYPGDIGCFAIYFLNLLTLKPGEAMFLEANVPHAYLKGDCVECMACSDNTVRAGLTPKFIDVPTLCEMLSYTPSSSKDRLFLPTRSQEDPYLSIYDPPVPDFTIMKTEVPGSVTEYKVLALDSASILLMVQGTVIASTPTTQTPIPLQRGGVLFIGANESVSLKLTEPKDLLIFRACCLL
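assay system = human phosphomannose isomerase with PGI, G6PDH, diaphorase coupling enzymes | quantity = 15 ng/mL PMI | incubation = enzyme reaction with compound 20 min at room temperature | medium = HEPES pH 7.4 buffer with MgCl2 and Tween-20 | compound dosing = one concentration, 20 µM, in 1% DMSO | measured by = Diaphorase-driven resazurin-to-resorufin fluorescence, excitation 544, emission 590 nm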
TNAP inh hiacc: TNAP (human) inhibition, high acceptor; P05186; purified TNAP, CDP-star luminescence, 1 M DEA; inhibition, % at 20 µM; 200,000 tested, 0.03% active;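 active means over 50% inhibition of tissue-nonspecific alkaline phosphatase at 20 µM in the single-dose screen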;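 further: plate controls were DMSO wells for no effect and EDTA-quenched wells as full inhibition for full effect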
L major viab: reduces viability of Leishmania major promastigotes. resazurin fluorescence viability. inhibition, % at 10 µM. 200,000 tested, 9% active; in the data active means inhibition above about 50%;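 further: promastigotes grown with compound for 44 hours at 28 °C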
TNAP act hiacc: increases human TNAP activity under high phosphate acceptor concentration | purified TNAP, CDP-star luminescence, 1 M DEA, 30 min; stronger effect = higher value; 0 = EDTA background, 1 = DMSO-only activity | activation factor at 20 µM | 200,000 tested, under 10 active | AID 1136;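 active means activation factor at least 2 at 20 µM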
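Assay system: human TNAP; Input: enzyme diluted 1/800 final; Reagent: CDP-star luminogenic substrate at 100 µM final; Timing: 30 min, room temperature; Signal: luminescence; Evaluation: TNAP activation factor scaled between EDTA and DMSO control wells.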
PMI act: phosphomannose isomerase (human) activation | P34949 | purified human PMI, coupled resazurin fluorescence, 20 min; stronger effect = higher value; 1 = vehicle control, 0 substrate-free wells | activation factor at 20 µM | 190,000 tested, 0.005% active | AID 1214;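 active means activation factor of 2 or more at 20 µM, relative to plate controls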
Diaph inh CS: diaphorase inhibition or chemical oxidation counter-screen | 190,000 tested, 0.69% active | inhibition, % at 20 µM | diaphorase resazurin-to-resorufin fluorescence, NADH, 16 min; bacterial (C. kluyveri) enzyme, not human | AID 1217;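 active means primary screen inhibition at 20 µM above a set limit, cut at about 50% in these data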;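 further: plate controls were DMSO with full reaction for no effect and wells lacking NADH for full effect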
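Assay system: diaphorase enzyme from Clostridium kluyveri. Quantity: enzyme working solution with 0.14 U/mL diaphorase. Schedule: reaction incubation of 16 min at room temperature. Technique: resorufin fluorescence, excitation 544 nm, emission 590 nm. Controls: No-NADH positive control and DMSO neutral control.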
Starred values were filed as active, the others as inactive.

For Nc1cccc(-c2cn3cccnc3n2)c1 the results were Diaphorase act 1, TNAP inh no acc -13, bIAP inh -6, bIAP act 1.1, PMI act satM6P 1, TNAP inh hiacc 3, L major viab -1, TNAP act hiacc 1, PMI act 1.1 and Diaph inh CS 1.
Cc1ccc(-c2c(C#N)c(N)nc3c2CCCC3)o1 was read as Diaphorase act 1.1, TNAP inh no acc -7, bIAP inh -12, bIAP act 1.1, PMI act satM6P 1.1, TNAP inh hiacc -1, L major viab -4, TNAP act hiacc 1, PMI act 1.2 and Diaph inh CS -6.
Screening NC(=O)C(=O)N/N=C/c1c(F)c(F)c(F)c(F)c1F returned Diaphorase act 1, TNAP inh no acc -2, bIAP inh -13, bIAP act 1.1, PMI act satM6P 1, TNAP inh hiacc 2, L major viab 13, TNAP act hiacc 1, PMI act 1 and Diaph inh CS 1.
`COc1cccc(/C=C/C(=C2/C(=O)N(c3ccccc3)N=C2C)c2ccc(C)cc2)c1OC` gave Diaphorase act 0.8, TNAP inh no acc -16, bIAP inh 1, bIAP act 1, PMI act satM6P 0.9, TNAP inh hiacc 11, L major viab 28, TNAP act hiacc 0.9, PMI act 0.8 and Diaph inh CS 15.
For CCOC(=O)c1c(C)[nH]c(C(=O)COC(=O)C2CC(=O)N(Cc3ccccc3)C2)c1C (centres undefined) the results were Diaphorase act 0.9, TNAP inh no acc -13, bIAP inh -2, bIAP act 1, PMI act satM6P 1, TNAP inh hiacc -8, L major viab -7, TNAP act hiacc 1.1, PMI act 1 and Diaph inh CS 8.
For CCO[C@H]1OC(C(=O)Nc2ccccc2)=C[C@@H](c2ccc(Br)cc2)[C@@H]1CCCO the results were Diaphorase act 0.7, TNAP inh no acc -6, bIAP inh 1, bIAP act 1, PMI act satM6P 0.9, TNAP inh hiacc -4, L major viab 46, TNAP act hiacc 1, PMI act 0.8 and Diaph inh CS 31.
For Cc1cccc(C)c1NC(=O)C1(NC(=O)Cn2cccc([N+](=O)[O-])c2=O)CCCCC1 the results were Diaphorase act 1, TNAP inh no acc -5, bIAP inh -9, bIAP act 1.1, PMI act satM6P 1.1, TNAP inh hiacc 0, L major viab 34, TNAP act hiacc 1, PMI act 1 and Diaph inh CS 4.
For O=C(Nc1ncnc2c1ncn2C1OC(COC(=O)c2ccccc2)C(F)C1O)c1ccccc1 (centres undefined) the results were Diaphorase act 0.9, TNAP inh no acc -15, bIAP inh -11, bIAP act 1.1, PMI act satM6P 1, TNAP inh hiacc -7, L major viab 15, TNAP act hiacc 1.1, PMI act 1.1 and Diaph inh CS 14.
`NC(=O)c1cc2nc(-c3ccco3)cc(C(F)(F)F)n2n1` gave Diaphorase act 0.8, TNAP inh no acc -5, bIAP inh 6, bIAP act 0.9, PMI act satM6P 1.1, TNAP inh hiacc -1, L major viab 0, TNAP act hiacc 1, PMI act 1.1 and Diaph inh CS 22.
For O=C(CCCc1nc2ccccc2s1)N1CCN(S(=O)(=O)c2cccs2)CC1 the results were Diaphorase act 0.8, TNAP inh no acc -10, bIAP inh -4, bIAP act 1, PMI act satM6P 1, TNAP inh hiacc -7, L major viab -4, TNAP act hiacc 1.1, PMI act 0.9 and Diaph inh CS 18.
Screening Cc1ccc(/C=N/NC(=O)c2csc(C)c2)o1 returned Diaphorase act 0.9, TNAP inh no acc -8, bIAP inh 9, bIAP act 0.9, PMI act satM6P 1, TNAP inh hiacc 0, L major viab -2, TNAP act hiacc 1, PMI act 1.1 and Diaph inh CS 11.
`COC(=O)C1=C(C)NC(C)=C(C(=O)OC)C1c1ccc(NC(C)=O)cc1` gave Diaphorase act 0.8, TNAP inh no acc -11, bIAP inh 1, bIAP act 1, PMI act satM6P 0.9, TNAP inh hiacc -4, L major viab -7, TNAP act hiacc 1, PMI act 0.9 and Diaph inh CS 16.
Screening C/C=C/C(=O)OCC(=O)Nc1cc([N+](=O)[O-])ccc1Cl returned Diaphorase act 0.9, TNAP inh no acc -6, bIAP inh -2, bIAP act 1, PMI act satM6P 1, TNAP inh hiacc -5, L major viab -4, TNAP act hiacc 1.1, PMI act 1 and Diaph inh CS 13.
`CN(C)S(=O)(=O)c1ccc(Cl)c(C(=O)Nc2ccccc2[N+](=O)[O-])c1` gave Diaphorase act 0.8, TNAP inh no acc -16, bIAP inh 8, bIAP act 0.9, PMI act satM6P 1, TNAP inh hiacc -4, L major viab 61*, TNAP act hiacc 1, PMI act 0.9 and Diaph inh CS 16.
`Cc1ccccc1C(=O)Nc1nncs1` gave Diaphorase act 0.8, TNAP inh no acc -8, bIAP inh 19, bIAP act 0.8, PMI act satM6P 0.9, TNAP inh hiacc -7, L major viab 1, TNAP act hiacc 1.1, PMI act 1 and Diaph inh CS 16.

Overlap with the part before: 3 entries, followed by the next part.
Screening C/C=C/C(=O)OCC(=O)Nc1cc([N+](=O)[O-])ccc1Cl returned Diaphorase act 0.9, TNAP inh no acc -6, bIAP inh -2, bIAP act 1, PMI act satM6P 1, TNAP inh hiacc -5, L major viab -4, TNAP act hiacc 1.1, PMI act 1 and Diaph inh CS 13.
`CN(C)S(=O)(=O)c1ccc(Cl)c(C(=O)Nc2ccccc2[N+](=O)[O-])c1` gave Diaphorase act 0.8, TNAP inh no acc -16, bIAP inh 8, bIAP act 0.9, PMI act satM6P 1, TNAP inh hiacc -4, L major viab 61*, TNAP act hiacc 1, PMI act 0.9 and Diaph inh CS 16.
`Cc1ccccc1C(=O)Nc1nncs1` gave Diaphorase act 0.8, TNAP inh no acc -8, bIAP inh 19, bIAP act 0.8, PMI act satM6P 0.9, TNAP inh hiacc -7, L major viab 1, TNAP act hiacc 1.1, PMI act 1 and Diaph inh CS 16.
Cn1c(=O)c2c(n(Cc3ccccc3)c1=O)NC(=O)C2CC(=O)N1CCc2ccccc2C1 (centres undefined) was read as Diaphorase act 0.8, TNAP inh no acc -17, bIAP inh 5, bIAP act 1, PMI act satM6P 1.1, TNAP inh hiacc -8, L major viab -6, TNAP act hiacc 1.1, PMI act 1.3 and Diaph inh CS 16.
Cc1cc(C)cc(NC(=O)Cn2c(-c3ccccc3Cl)nc3ccccc32)c1 was read as Diaphorase act 0.8, TNAP inh no acc -135, bIAP inh -13, bIAP act 1.1, PMI act satM6P 1, TNAP inh hiacc -6, L major viab 6, TNAP act hiacc 1.1, PMI act 0.9 and Diaph inh CS 24.
`Cc1ccc2nc(NC(=O)C3CCN(S(=O)(=O)c4cccc5nsnc45)CC3)sc2c1` gave Diaphorase act 0.7, TNAP inh no acc -8, bIAP inh 12, bIAP act 0.9, PMI act satM6P 0.8, TNAP inh hiacc -3, L major viab 28, TNAP act hiacc 1, PMI act 0.8 and Diaph inh CS 27.
CC1(C)CC(=O)C2=C(C1)Nc1ncnn1C2c1ccccn1 (centres undefined) was read as Diaphorase act 0.9, TNAP inh no acc -2, bIAP inh 0, bIAP act 1, PMI act satM6P 1, TNAP inh hiacc -3, L major viab -9, TNAP act hiacc 1, PMI act 0.9 and Diaph inh CS 8.
For O=C(c1ccc(Cl)c(S(=O)(=O)N2CCCCCC2)c1)N1CCN(c2ccccc2O)CC1 the results were Diaphorase act 0.7, TNAP inh no acc -13, bIAP inh -17, bIAP act 1.2, PMI act satM6P 0.7, TNAP inh hiacc -1, L major viab 30, TNAP act hiacc 1, PMI act 0.8 and Diaph inh CS 33.
CC(C)C(=O)Nc1cccc(C(=O)NCc2ccc(S(N)(=O)=O)cc2)c1 was read as Diaphorase act 0.8, TNAP inh no acc -15, bIAP inh 7, bIAP act 0.9, PMI act satM6P 1, TNAP inh hiacc -5, L major viab -1, TNAP act hiacc 1.1, PMI act 1 and Diaph inh CS 16.
O=C(O)C1CCN(C(=O)OCc2ccccc2)CC1 was read as Diaphorase act 1, TNAP inh no acc -1, bIAP inh 5, bIAP act 0.9, PMI act satM6P 1, TNAP inh hiacc -3, L major viab -6, TNAP act hiacc 1, PMI act 1 and Diaph inh CS 1.
Screening Fc1ccccc1Cc1noc(CN2CCC(OCc3cccnc3)CC2)n1 returned Diaphorase act 1, TNAP inh no acc -4, bIAP inh 4, bIAP act 1, PMI act satM6P 1, TNAP inh hiacc -5, L major viab 12, TNAP act hiacc 1.1, PMI act 1.1 and Diaph inh CS 4.
For Cc1[nH]c(=O)[nH]c1C(=O)CCCCC(=O)OCC(=O)Nc1ccccn1 the results were Diaphorase act 0.8, TNAP inh no acc -12, bIAP inh 0, bIAP act 1, PMI act satM6P 1, TNAP inh hiacc -4, L major viab 4, TNAP act hiacc 1, PMI act 0.9 and Diaph inh CS 17.
COc1ccc(Cl)cc1NC(=O)Nn1cnnc1 was read as Diaphorase act 0.9, TNAP inh no acc -20, bIAP inh 14, bIAP act 0.9, PMI act satM6P 1, TNAP inh hiacc -2, L major viab -6, TNAP act hiacc 1, PMI act 1 and Diaph inh CS 8.
Screening O=C(NCCN1CCOCC1)C1CCN(c2nc3ccccc3o2)CC1 returned Diaphorase act 0.8, TNAP inh no acc -14, bIAP inh 1, bIAP act 1, PMI act satM6P 1, TNAP inh hiacc -3, L major viab -3, TNAP act hiacc 1, PMI act 0.9 and Diaph inh CS 24.
For C=CCON/C(CCC)=C1\C(=O)C(C(=O)OC)C(C)(C)CC1=NC (centres undefined) the results were Diaphorase act 0.8, TNAP inh no acc 19, bIAP inh 2, bIAP act 1, PMI act satM6P 0.9, TNAP inh hiacc 3, L major viab 4, TNAP act hiacc 1, PMI act 1 and Diaph inh CS 18.
For CCCCNC(=S)NNC(=O)c1csc2ccccc12 the results were Diaphorase act 0.8, TNAP inh no acc -29, bIAP inh 12, bIAP act 0.9, PMI act satM6P 1, TNAP inh hiacc -4, L major viab 0, TNAP act hiacc 1, PMI act 1 and Diaph inh CS 18.
Screening COc1ccccc1NC(=O)CN(Cc1ccco1)C(=O)c1cc2ccccc2o1 returned Diaphorase act 0.9, TNAP inh no acc -8, bIAP inh 3, bIAP act 1, PMI act satM6P 1, TNAP inh hiacc -8, L major viab -1, TNAP act hiacc 1.1, PMI act 1.1 and Diaph inh CS 10.

Looked up one by one from the entries so far:
For C=CCON/C(CCC)=C1\C(=O)C(C(=O)OC)C(C)(C)CC1=NC (centres undefined) the results were Diaphorase act 0.8, TNAP inh no acc 19, bIAP inh 2, bIAP act 1, PMI act satM6P 0.9, TNAP inh hiacc 3, L major viab 4, TNAP act hiacc 1, PMI act 1 and Diaph inh CS 18.
Cn1c(=O)c2c(n(Cc3ccccc3)c1=O)NC(=O)C2CC(=O)N1CCc2ccccc2C1 (centres undefined) was read as Diaphorase act 0.8, TNAP inh no acc -17, bIAP inh 5, bIAP act 1, PMI act satM6P 1.1, TNAP inh hiacc -8, L major viab -6, TNAP act hiacc 1.1, PMI act 1.3 and Diaph inh CS 16.

Screens from PubChem.
